mouse EphA4 binding: EphA4 ligand-binding antagonists – biochemical, colorimetric, mouse EphA4, primary screen (AID 689); EphA4-AP binding to KYL peptide, pNPP A405; higher % means a stronger effect; one-dose inhibition, % at 10 µM; IC50 in µM for titrated hits; hit rate 0.1% among 62,000; in the data active = a potency from the dose series; inactive = the rest, 99 in 100 with inhibition below about 22%
The depositor's hits bear a star; & = joins results of further samples.

SMILES	mouse EphA4 binding
CC1=CCP(=O)(c2ccccc2)C1 (configuration not stated)	-16%
CC1=NN(Cc2ccccc2)C(=O)C1C(c1ccccc1)C(C#N)C#N (configuration not stated)	-8%
Cc1oc(-c2cccs2)[n+]([O-])c1C	-2%
Cc1ccc(NS(=O)(=O)c2ccc3c(c2)oc(=O)n3C)cc1F	3%
Nc1cccnc1Sc1cccc(Cl)c1	14%
COc1ccc(/C(=N/O)C(C)(C)NO)cc1	-4%
O=C(O)[C@H](Cc1ccccc1)N1Cc2ccccc2C1=O	-7%
NC(=O)C1CCN(C(c2ccccc2F)c2nnnn2Cc2ccco2)CC1 (configuration not stated)	-11%
COc1cc(C2c3c(-c4ccccc4)n[nH]c3C(=O)N2c2ccc(C(=O)O)cc2)ccc1O (configuration not stated)	1%
CC(NS(=O)(=O)c1ccc2c(c1)OCCO2)C(=O)O (configuration not stated)	4%
COc1ccc(OC)c(NS(=O)(=O)Cc2ccccc2)c1	0%
COCNc1nc(OCC#N)nc(N(C)C)n1	3%
COc1cccc(N(CC(=O)NC(C)c2ccccc2)S(C)(=O)=O)c1 (configuration not stated)	12%
O=S(=O)(Nc1ccc2c(c1)OCO2)c1ccc2ccccc2c1	-2%
Cc1ccc2[nH]c3c(c2c1)CN(C(=O)CN(C)CC1OCCO1)CC3	-11%
NC(=O)C(F)(Cl)c1c(F)c(F)c(F)c(-c2ccccc2)c1-c1ccccc1 (configuration not stated)	-1%
Cc1ccc(S(=O)(=O)NCCn2c(C)cc3ccccc32)cc1	14%
COc1ccc(-c2c3c(nc4sc5c(Cl)nc(C)nc5c24)CCC3)cc1	-11%
COc1ccc(CCNC(=O)NC23CC4CC(CC(C4)C2)C3)cc1OC	-9%
O=C(COc1ccccc1[N+](=O)[O-])Nc1cccc(Cl)c1Cl	-6%
CCOc1cc(CNCC2CCCO2)cc(Br)c1OCC(N)=O (configuration not stated)	2%
Cc1cc(C)c2[nH]c(=O)c(CN(C(=O)C3CCCO3)C3CCCC3)cc2c1 (configuration not stated)	0%
CCOc1ccc(Cn2ccnc2CCl)cc1[N+](=O)[O-]	-8%
CCc1ccccc1NC(=O)CN(C)S(=O)(=O)c1ccc2c(c1)c(=O)n(C)c(=O)n2C	-38%
Cc1ccc(C(=O)N2CCN(c3ccc([N+](=O)[O-])cc3)CC2)cc1C	13%
c1ccc(-c2ccc(Oc3nc4ccccc4n4cnnc34)cc2)cc1	-6%
O=C(Nc1ccccc1C(=O)NCC1CCCO1)c1ccc(Cl)cc1Cl (configuration not stated)	-9%
COCCn1c(C)cc(C(=O)CSc2nc3ccccc3o2)c1C	-4%
O=C(CSc1ccc2nnc(-c3ccccn3)n2n1)Nc1ccc2c(c1)OCCO2	-9%
Cc1ccccc1NC(=O)C(C)O/N=C/c1cccc([N+](=O)[O-])c1 (configuration not stated)	-15%
O=c1c([N+](=O)[O-])c(N2CCCCC2)c2ccccc2n1-c1ccccc1	2%
Cc1ccc(S(=O)(=O)Oc2ccccc2C(=S)N2CCOCC2)cc1	-5%
O=C(c1ccccc1)N1CCN(CC#CC2(O)CCCCC2)CC1	-7%
CCOC(=O)CN1CC23C=CC(O2)C(C(=O)NCc2cccs2)C3C1=O (configuration not stated)	-1%
C=CCOC(=O)C1=C(C)NC(SCC(=O)OCC)=C(C#N)C1c1ccc(C)cc1 (configuration not stated)	-6%
COc1cc2cc(C(c3nnnn3C(C)(C)C)N3CCc4ccccc43)c(=O)[nH]c2cc1OC (configuration not stated)	-23%
COC(=O)CSc1nnc(-c2ccoc2C)n1-c1ccc(C)cc1	-5%
CCCc1c(C)c2ccccc2[nH]c1=O	-1%
O=C1Nc2ccccc2C(O)(C(=O)NCc2ccco2)N1c1ccc(Cl)c(Cl)c1 (configuration not stated)	4%
COc1ccc(-c2noc(CCC(=O)Nc3cccnc3)n2)cc1OC	0%

Reformatted with values ahead of the structure: part of the list above
mouse EphA4 binding,smiles
-23%,COc1cc2cc(C(c3nnnn3C(C)(C)C)N3CCc4ccccc43)c(=O)[nH]c2cc1OC (configuration not stated)
4%,O=C1Nc2ccccc2C(O)(C(=O)NCc2ccco2)N1c1ccc(Cl)c(Cl)c1 (configuration not stated)

New compounds follow:
SMILES	mouse EphA4 binding
Cc1cc(C(=O)COC(=O)C2=NNC(=O)CC2)c(C)n1-c1ccc(OC(F)F)cc1	4%
CC(=O)Nc1ccccc1NS(=O)(=O)c1ccc(Cl)cc1	1%
C=CCn1c(=O)c2ccccc2n2c(SCc3csc(-c4ccccc4)n3)nnc12	-4%
Cc1ccc(-n2ncc3c(=O)n(CC#N)cnc32)cc1	6%
CCc1c(C)sc(NC(=O)C2CC2c2ccccc2)c1C(N)=O (configuration not stated)	-9%
CC(C)Sc1cc(N2CCCC2)nc(-c2ccc(F)cc2)n1	2%
COc1cc([N+](=O)[O-])cc(CN2CCCCC2)c1O	-4%
CCOc1ccc(C(C)=O)cc1CC(C(N)=O)C(N)=O	-24%
O=C(Nc1nnc(-c2ccco2)s1)c1ccccc1	0%
COc1ccc(C2C3=C(CCCC3=O)Nc3nc(SCc4ccc(C(=O)O)cc4)nn32)cc1OC (configuration not stated)	3%
Cc1ccc(C2CC(C(F)(F)F)n3nc(C(=O)N(Cc4ccccc4)Cc4ccccc4)cc3N2)cc1 (configuration not stated)	-9%
COc1ccc(NC(=O)CN(c2ccc(Cl)cc2)S(C)(=O)=O)c(OC)c1	-8%
CCn1c(SCC(=O)Nc2cccc(C(C)=O)c2)nnc1C(C)C	-4%
NC(=O)C1CCN(C(=O)c2ccccc2F)CC1	-17%
COc1cccc(/C=N/n2nnc3c(cnn3-c3ccccc3)c2=O)c1	3%
COc1ccc(C(=O)NC(C)c2cc(OC)c(OC)cc2Br)cc1 (configuration not stated)	24%
CC(=O)NC(CC(=O)Nc1cccc(S(=O)(=O)N2CCCCC2)c1)c1ccccc1 (configuration not stated)	6%
COc1cccc(-c2cc(C(F)(F)F)c3c(N)c(C#N)sc3n2)c1	-10%
CC1(C)CC2CC(C)(CN2S(=O)(=O)c2ccc(C(=O)Nc3ccc(Cl)c(S(=O)(=O)N4CCOCC4)c3)cc2)C1 (configuration not stated)	4%&-5%
COc1cc(/C=c2\sc3nc4ccccc4n3c2=O)ccc1OC(=O)c1cccs1	-3%
COc1ccc(-c2cc(C(F)(F)F)nc(N3CCCCC3)n2)cc1OC	-3%
CC(C)CN1C(=O)/C(=C/c2cccc(Br)c2)SC1=S	0%
CC1CN=C(NC2CCCCC2C)S1 (configuration not stated)	-10%
Cc1nn(C)c(C)c1S(=O)(=O)N1CCC(C(=O)NCC2COc3ccccc3O2)CC1 (configuration not stated)	-3%
COCCn1c(SCC(=O)NCc2ccc3c(c2)OCO3)nnc1-c1c[nH]c2ccccc12	-5%
CN(C)CCNC(=O)C(c1ccccc1)c1ccccc1	-13%
O=C(Nc1ncc(Cc2ccc(F)cc2)s1)c1ccccc1Br	-8%
O=C(CSc1nc2ccccc2o1)NCc1ccco1	0%
O=C1OC(c2ccc(Cl)cc2)=N/C1=C\c1cccnc1	-11%
CC1(C)CC(=O)C2=C(C1)c1cc3ccccc3cc1NC2c1cccc([N+](=O)[O-])c1 (configuration not stated)	5%
Clc1cccc(/C=N\Nc2nccs2)c1	8%
COc1oc(-c2ccccc2C)nc1C(F)(F)F	-8%
O=C(Nc1ccc(S(=O)(=O)Nc2ncccn2)cc1)c1cccs1	4%
CC1CN(c2ccc(Oc3ccccc3)cc2)c2nc3c(c(=O)[nH]c(=O)n3C)n2C1 (configuration not stated)	1%
Cc1noc(C)c1S(=O)(=O)N1CCC(C(=O)NCCc2ccc(S(N)(=O)=O)cc2)CC1	-12%
CC1CCN(C(=O)Cn2nc(C(F)(F)F)c3c2CCCC3)CC1	-14%
Cc1cccc(NC(=O)CSc2nnc(-c3ccccc3)n2N)c1C	-4%
COc1ccccc1CNC(=O)N1CCOCC1	-6%
COc1cc(C(=O)Nc2cccc(-c3nc4ncccc4o3)c2C)cc(OC)c1OC	-6%
CCOC(=O)c1cc(-c2nnc(-c3ccc(Cl)cc3)o2)c(C)nc1C	-6%
CC(C)CN1C(=O)/C(=C/c2ccc(Cl)c(Cl)c2)SC1=S	10%
CCC(=O)Nc1ccc2oc(-c3ccc4ccccc4c3)nc2c1	-6%
Cc1[nH]n(-c2ccccc2)c(=O)c1C1(C(F)(F)F)C(=O)N(c2ccccc2)C2=C1C(=O)CC(C)(C)C2 (configuration not stated)	-9%
CCOc1cc(C#N)c(NC(=O)c2cccnc2)cc1OCC	-1%
O=S(=O)(Nc1ccc2oc(-c3ccccc3)nc2c1)c1ccccc1	-2%
CC(=O)NCCCc1c[nH]c2ccc(Cl)cc12	-17%
Cc1ccc(SCC(=O)NNC(=O)C2CCCCC2)cc1	-9%
CCN(Cc1ccccc1)C(=O)CCc1nc(-c2ccc(C)cc2)no1	4%
CC1CCc2nn(CC(=O)NCCCN3CCCCC3)cc2C1 (configuration not stated)	6%
CS(=O)(=O)N(CC(N)=O)c1cccc(C(F)(F)F)c1	-2%
Additional structures follow.
SMILES	mouse EphA4 binding
CCn1c(C)[n+](CCO)c2cc(Cl)c(Cl)cc21	-6%
COCC(=O)NC1CCN(S(=O)(=O)c2ccc(C(=O)O)cc2)CC1	1%
C=CCn1c(SCC(=O)Nc2ccc(C)cc2C)nnc1-c1cccnc1	-15%
COCC(=O)N1CCC(n2nnc3cc(F)ccc32)CC1	-11%
COc1cc(C(=O)NC(NC(=S)Nc2ccc(C(C)=O)cc2)C(Cl)(Cl)Cl)cc(OC)c1OC (configuration not stated)	5%
Cc1ccccc1Cn1ccc(NC(=O)c2cc3nc(-c4ccco4)cc(C(F)(F)F)n3n2)n1	-5%
CC(C)OCC(O)CNc1ccccc1 (configuration not stated)	-12%
CC1=C(C#N)C(NC(=O)c2ccc(C)cc2)(C(F)(F)F)C(=O)N1 (configuration not stated)	-5%
Cc1nn(Cc2ccccc2)c(C)c1C(=O)Nc1ccc(N2CCOCC2)cc1	-13%
CC(C)CC(c1nnnn1C1CCCCC1)N1CCN(c2ncccn2)CC1 (configuration not stated)	16%
FC(F)(F)c1cccc(-n2cccc2/C=N/n2cnnc2)c1	-12%
CCC(=O)N(Cc1ccc2c(c1)OCO2)Cc1cc2cc(OC)ccc2[nH]c1=O	9%
CCOC(=O)c1[nH]c2ccc(OC)cc2c1NC(=O)CN1CCSCC1	-7%
CCOC(=O)C1=C(N)c2ccccc2CC1C(C)C (configuration not stated)	-2%
Cc1ccc(OCCSc2ncnc3sc(C)c(C)c23)cc1C	-14%
O=C(CN1C(=O)NC2(CCOc3ccccc32)C1=O)Nc1ccc2c(c1)OCCO2 (configuration not stated)	-9%
CCOc1ccc(S(=O)(=O)N2CCCCC2)c2ccccc12	12%
OC1CCCN(Cc2ccc3c(c2)Cc2ccccc2-3)C1 (configuration not stated)	-8%
O=C(CCc1ccccc1)n1nc(-c2ccco2)nc1SCc1ccccc1	15%
COc1cccc(-c2csc(N3CCN(C(=S)Nc4ccccc4Cl)CC3)n2)c1	-4%
CCOC(=O)C1=C(O)CSC1=Nc1ccccc1	3%
O=C(CC(Nc1ccccc1Cl)C(=O)OCC(=O)c1cccs1)c1ccccc1 (configuration not stated)	-3%
CCOc1cc(/C=N/O)cc(Br)c1OC	-16%
O=C(NC(NC(=S)Nc1ccc(Cl)c(Cl)c1)C(Cl)(Cl)Cl)c1ccco1 (configuration not stated)	-6%
C=CCNC(=O)c1ccc(Sc2ccccc2)c([N+](=O)[O-])c1	-6%
Cc1sc2nc(SCc3nc(-c4cccs4)no3)n(-c3ccccc3)c(=O)c2c1C	4%
CCN(CC)c1cnn(C/C(=N\OC)c2ccc(Cl)cc2)c(=O)c1Br	-16%
COc1ccc(OC)c(-c2csc3nnc(SCC(=O)Nc4ccc(NC(C)=O)cc4)n23)c1	1%
COC(=O)c1cc2c(s1)-c1ccccc1OC2	-1%
COc1ccccc1C(=O)Nc1nnn(C)n1	1%
Cn1c(=O)n(-c2ccc(Cl)cc2)c(=O)c2c3c(sc21)COC(C)(C)C3	-19%
O=C(NC1CCCCC1)C1CCN(c2cnccn2)CC1	-4%
COc1ccc(CCNC(=O)c2oc3ccc(S(=O)(=O)N4CCOCC4)cc3c2C)cc1OC	-21%
O=C(CSC1=NCCS1)N1CCCC1	-12%
COc1ccccc1CNC(=O)CCCNS(=O)(=O)c1cccc2nsnc12	-10%
CCOc1ccc2[nH]c(=O)c(CN(CCc3ccccc3)C(=O)N3CCCC3)cc2c1	-10%
CCS(=O)(=O)N1CCC(NC(=O)c2ccco2)CC1	-4%

Look-ups from the list:
Under mouse EphA4 binding, COc1ccc(CCNC(=O)c2oc3ccc(S(=O)(=O)N4CCOCC4)cc3c2C)cc1OC has the entry -21%
Under mouse EphA4 binding, Cn1c(=O)n(-c2ccc(Cl)cc2)c(=O)c2c3c(sc21)COC(C)(C)C3 has the entry -19%

Structural class, the entries above containing an aryl thioether with sulfur outside any ring (18)
SMILES	mouse EphA4 binding
Nc1cccnc1Sc1cccc(Cl)c1	14%
COCCn1c(C)cc(C(=O)CSc2nc3ccccc3o2)c1C	-4%
O=C(CSc1ccc2nnc(-c3ccccn3)n2n1)Nc1ccc2c(c1)OCCO2	-9%
COC(=O)CSc1nnc(-c2ccoc2C)n1-c1ccc(C)cc1	-5%
C=CCn1c(=O)c2ccccc2n2c(SCc3csc(-c4ccccc4)n3)nnc12	-4%
CC(C)Sc1cc(N2CCCC2)nc(-c2ccc(F)cc2)n1	2%
COc1ccc(C2C3=C(CCCC3=O)Nc3nc(SCc4ccc(C(=O)O)cc4)nn32)cc1OC (configuration not stated)	3%
CCn1c(SCC(=O)Nc2cccc(C(C)=O)c2)nnc1C(C)C	-4%
COCCn1c(SCC(=O)NCc2ccc3c(c2)OCO3)nnc1-c1c[nH]c2ccccc12	-5%
O=C(CSc1nc2ccccc2o1)NCc1ccco1	0%
Cc1cccc(NC(=O)CSc2nnc(-c3ccccc3)n2N)c1C	-4%
Cc1ccc(SCC(=O)NNC(=O)C2CCCCC2)cc1	-9%
C=CCn1c(SCC(=O)Nc2ccc(C)cc2C)nnc1-c1cccnc1	-15%
Cc1ccc(OCCSc2ncnc3sc(C)c(C)c23)cc1C	-14%
O=C(CCc1ccccc1)n1nc(-c2ccco2)nc1SCc1ccccc1	15%
C=CCNC(=O)c1ccc(Sc2ccccc2)c([N+](=O)[O-])c1	-6%
Cc1sc2nc(SCc3nc(-c4cccs4)no3)n(-c3ccccc3)c(=O)c2c1C	4%
COc1ccc(OC)c(-c2csc3nnc(SCC(=O)Nc4ccc(NC(C)=O)cc4)n23)c1	1%

A portion of the library; count on the stated rates, not on these rows.
